CBFb-RUNX1 inh = inhibitors of human CBF-beta and RUNX1 interaction | Q01196+Q13951 | AlphaScreen CBFb-His/RUNX1-biotin binding, biochemical | Potency, µM (series often up to 59.8 µM), for inactives: at the highest dose activity, negative = inhibition, actives largely listed as inhibitors | 230,000 tested, under 10 active; further: % of control where 0% means no effect
Target sequence (Q01196 whole entry, looked up): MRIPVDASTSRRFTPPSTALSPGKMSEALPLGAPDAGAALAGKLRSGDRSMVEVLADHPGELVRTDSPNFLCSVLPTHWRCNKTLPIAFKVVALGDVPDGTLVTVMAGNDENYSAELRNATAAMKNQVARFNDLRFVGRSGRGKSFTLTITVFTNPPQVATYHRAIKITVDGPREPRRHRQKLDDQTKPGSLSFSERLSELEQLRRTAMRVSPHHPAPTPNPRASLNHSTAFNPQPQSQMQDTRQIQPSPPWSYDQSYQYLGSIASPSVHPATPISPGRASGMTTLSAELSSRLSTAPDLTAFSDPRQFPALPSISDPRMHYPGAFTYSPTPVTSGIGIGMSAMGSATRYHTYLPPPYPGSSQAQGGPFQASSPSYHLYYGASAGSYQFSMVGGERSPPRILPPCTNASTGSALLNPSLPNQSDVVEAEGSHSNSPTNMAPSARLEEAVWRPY
Target sequence (Q13951 whole entry, looked up): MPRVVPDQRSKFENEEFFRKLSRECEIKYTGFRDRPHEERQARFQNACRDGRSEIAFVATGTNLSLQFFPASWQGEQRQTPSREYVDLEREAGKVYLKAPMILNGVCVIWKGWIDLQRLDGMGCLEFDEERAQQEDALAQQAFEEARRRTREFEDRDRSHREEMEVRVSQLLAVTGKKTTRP
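AlphaScreen binding: CBFb-His and RUNX1-biotin (30 nM each) preincubated 20 min, compound added for 15 min, then nickel and streptavidin beads for 90 min, all at room temperature. Disruption of the interaction by any mechanism counts as activity.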
HTT ATP protect = protects HTT-Q103 PC12 cells, measured by ATP | PC12 HTT-Q103 induced, cytoprotection, ATP luminescence, 40 h | Potency, µM (doses to about 56.4 µM), inactives show cytoprotection (ATP increase), usual class: activators | 230,000 tested, 0.14% active | AID 1471;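 further: potency means the concentration at half of the fitted maximal effect; % of control where 0% means no effect; nearly all actives have a fitted effect of over 45% in size; toxic huntingtin expression switched on by the ecdysone agonist tebufenozide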
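Readout: ATPlite luminescence (ATP level). Model: stable PC12, inducible Htt exon1 Q103-GFP. Inducer: tebufenozide, 100 nM final. Compounds: dose series. No G418 in medium.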
HttQ103 aggreg = mutant huntingtin aggregation inhibition; PC12 HttQ103-GFP aggregates, Acumen cytometry, 40 h; Potency, µM (series often up to 46.1 µM), without a hit: top-dose activity change, negative = inhibition, hits mostly inhibitors; 220,000 tested, 1.1% active; AID 1688; further: potency means the concentration at half of the fitted maximal effect; on the % scale 0 is the no-effect control and ±100 the full control effect; nearly all actives have a fitted effect of over 60% in size
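Inducible Q103 Huntingtin exon 1–GFP PC12 line, 1500 cells/well in phenol red free DMEM with 5% equine and 5% calf serum. Tebufenozide 100 nM induced expression; compounds titrated; aggregates quantified by cytometry.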
SMN2 splice up = increases expression of the SMN2 splice variant | HEK293 SMN2-luciferase splicing reporter, luminescence, 30-36 h | Potency, µM (titrated, usually from 46.1 µM), for inactives: top-dose activity change, positive = activation, actives largely listed as activators | 210,000 tested, 2.8% active; further: potency means the concentration at half of the fitted maximal effect; % of control where 0% means no effect; nearly all actives have a fitted effect of over 55% in size
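HEK293 cells carry an SMN2 […]–luciferase reporter in which exon 7 inclusion puts luciferase in frame. Cells were plated 10-12 h before compound addition, then incubated 30-36 h at 37C. ONE-Glo luminescence was read; sodium butyrate at 4.5 mM final served as control.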
KinaseGlo FLuc = Kinase-Glo luciferase inhibition (counter-screen); Potency, µM (series often up to 38.3 µM), for inactives: at the highest dose activity change, negative = inhibition, hits mostly inhibitors; 200,000 tested, 0.28% active; Kinase-Glo luciferase, ATP luminescence, 8 min; Q27757; AID 1379; further: potency means the concentration at half of the fitted maximal effect; on the % scale 0 is the no-effect control and ±100 the full control effect; nearly all actives have a fitted effect of over 60% in size
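Compounds were added to a substrate mix at pH 7.2 (50 mM imidazole, 10 uM ATP, within the enzyme's linear range), followed by Kinase-Glo detection reagent; luminescence was measured after 8 minutes at ambient temperature.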
LMNA splice mod = changes lamin A minigene splicing in HeLa cells; HeLa LMNA splicing GFP/RFP minigene ratio, 48 h; 200,000 tested, 0.01% active; Potency, µM (doses to about 46.1 µM), without a hit: at the highest dose ratio change, negative = inhibition, actives largely listed as inhibitors; active means well fitted inhibition curve with a large enough effect in the signal ratio, with a control signal flat, not every such curve was filed as active; inconclusive means small, poorly fitted or top-dose-only effect, or effect the other way, or a change in a side signal; the % refers to the signal ratio; further: potency means the concentration at half of the fitted maximal effect; on the % scale 0 is the no-effect control and ±100 the full control effect
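Read-out is the ratio of GFP to DsRed2 object intensity, acquired by 488 nm laser-scanning cytometry on HeLa lamin A-EGFP minigene reporter cells. Compound incubation 48 hrs at 37 °C in Opti-MEM with 2% FBS; DMSO 0.5% final.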
IMPase Li cell = cell-permeable IMPase inhibitors with lithium potentiation; 210,000 tested, 0.35% active; Potency, µM (highest dose often 59.4 µM), for the others: at the top dose activity, negative = IMPase inhibition, actives largely listed as inhibitors; AID 1457; CHO-M1 cells, IP1 TR-FRET (IP-One), carbachol + lithium;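 further: IP1 builds up when IMPase is blocked and the TR-FRET signal falls; potency means the concentration at half of the fitted maximal effect; plate controls were basal vehicle for no effect and high inhibitor control for full effect; nearly all actives have a fitted effect of over 50% in size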
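CHO cells stably expressing M1 receptor (2000/well, cultured 16–30 h) treated 30 min at 37C with compound plus low lithium. Cytosolic IP1 by TR-FRET (665/620 ratio and 620 channel) after 10 min lysis; AC50 by Hill fit.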
The depositor's hits bear a star; ? = inconclusive; . = no result given; & = joins results of further samples; [ ] = another dose, or the depositor's remark. Unless noted, the call rests on the fitted dose curve; in most records, active means well fitted curve in the direction sought with a large enough effect; inconclusive means small, poorly fitted or top-dose-only effect, or another doubt; inactive means no such curve, though single readings can be large; an effect the other way counts as inactive or inconclusive.

Letter code – A = CBFb-RUNX1 inh; B = HTT ATP protect; C = HttQ103 aggreg; D = SMN2 splice up; E = KinaseGlo FLuc; F = LMNA splice mod; G = IMPase Li cell
CC(=O)c1ccc(N2CCN(C(=O)c3cccc(Oc4ccccc4)c3)CC2)cc1
  A: 2% | B: 6%[10 µM] | C: ? | D: -30% | E: -1% | F: -23%[46 µM] | G: 25%

O=C(CN1CCN(Cc2ccc3c(c2)OCO3)CC1)N1CCc2[nH]c3ccccc3c2C1
  A: -11% | B: 3% | C: 16% | D: -32%[inhibitor] | E: -4% | F: -8% | G: 29%[38.3 µM]

COc1cc2ncnc(NCc3ccccc3C)c2cc1OC
  A: 10% | B: -21%[10 µM] | C: ? | D: -23% | E: 2% | F: -10% | G: 38%[38.3 µM]

COCCNC(=S)NC(=O)c1ccc(C(C)(C)C)cc1
  A: -21% | B: . | C: ? | D: ? | E: -8% | F: . | G: 5%

CCN(CC)C1=CC(=[N+]2CCCC2)CC(C)(C)C1
  A: 5% | B: . | C: ? | D: -72%[inhibitor] | E: 2% | F: ? | G: 10%

CCOC(=O)c1ccc(N=C2SC(C(=O)Nc3ccc(C(=O)O)cc3)CC(=O)N2Cc2cccs2)cc1 (configuration not stated)
  A: -6% | B: 2% | C: -24% | D: -22% | E: -1% | F: 16%[46 µM] | G: -3%

Cc1ccc2nc(SCC(=O)N(CC(C)C)c3c(N)n(Cc4ccccc4)c(=O)[nH]c3=O)[nH]c2c1
  A: 6% | B: -18%[10 µM] | C: -7%[9.22 µM] | D: . | E: . | F: . | G: .

CCOC(=O)c1cc2c(=O)[nH]ccc2nc1C(F)(F)F
  A: 2% | B: -4%[10 µM] | C: -1%[9.22 µM] | D: . | E: . | F: . | G: .

O=C(Nc1ccc2c(c1)ncn2-c1ccccc1)c1ccco1
  A: 10% | B: 1%[10 µM] | C: 0% | D: 13µM* | E: 6% | F: -12% | G: 6%

Cc1ccc2nc(-c3ccc(S(=O)(=O)N4CCCCC4)cc3)cn2c1
  A: 8% | B: -4%[10 µM] | C: -13%[9.22 µM] | D: . | E: -3% | F: 0%[46 µM] | G: 4%

CCOC(=O)Nc1cc(NC(=O)OCC)c(C)nc1C
  A: 2% | B: -9%[10 µM] | C: -3%[9.22 µM] | D: . | E: . | F: . | G: .

CS(=O)(=O)N(CC(=O)Nc1ccccc1)c1cccc(Cl)c1Cl
  A: 5% | B: 10%[10 µM] | C: 22%[9.22 µM] | D: -8% | E: -3% | F: 14%[46 µM] | G: 11%

CCN(CC)CCOC(=O)c1ccc(NC(=O)C(C)NC(=O)C23CC4CC(CC(C4)C2)C3)cc1 (configuration not stated)
  A: 5% | B: 22%[0.074 µM] | C: 14% | D: 0% | E: -1% | F: -5% | G: 14%

CCCc1nc2c(=O)n(C)c(=O)nc-2n(C)n1
  A: ? | B: -172%[inhibitor] | C: 6.3µM* | D: -109%[inhibitor] | E: -2% | F: . | G: 11%

Cc1cccc(S(=O)(=O)c2c(N)n(Cc3ccco3)c3nc4ccccc4nc23)c1
  A: 4% | B: 6%[0.074 µM] | C: -36% | D: -11% | E: 0% | F: ? | G: -6%[38.3 µM]

COc1ccc(C2/C=C\CC(NC(=O)OCC3c4ccccc4-c4ccccc43)CC(=O)N2Cc2ccccc2F)cc1 (configuration not stated)
  A: -3% | B: . | C: . | D: . | E: 2%[39.9 µM] | F: . | G: 7%

Cc1cccc(N)c1-c1c(C)cccc1N
  A: -3% | B: -6% | C: 24% | D: -1% | E: 1% | F: 5%[46 µM] | G: -1%

CCCn1c(C)nc2c(NCCCCN(C)C)nc(C)nc21
  A: 6% | B: 21% | C: . | D: 0% | E: -4% | F: . | G: -6%

Cc1nn(Cc2ccc(C(=O)N3N=C(C(F)F)CC3(O)C(F)F)o2)c(C)c1[N+](=O)[O-] (configuration not stated)
  A: -1% | B: . | C: ? | D: -36%[inhibitor] | E: 0% | F: ? | G: 2%

Cc1ccc(S(=O)(=O)c2cnc(-c3ccccc3)nc2N2CCCCC2)cc1
  A: 3% | B: 4% | C: -5%[9.22 µM] | D: -18% | E: 0% | F: . | G: 10%

CCN(CC)c1ccc(C(=O)n2cnc3ccccc32)cc1
  A: 11% | B: -12% | C: -5% | D: 2% | E: 1% | F: -4% | G: 6%[38.3 µM]

CC(NC(=O)Nn1cnnc1)(C(F)(F)F)C(F)(F)F
  A: 4% | B: 10% | C: 14% | D: 3% | E: -5% | F: -8% | G: 16%[38.3 µM]

CCOc1ccc(NC(=S)NC(=O)/C=C/c2ccc(C)cc2)c([N+](=O)[O-])c1
  A: -13% | B: 15% | C: 10% | D: . | E: -2% | F: ? | G: 19%[38.3 µM]

CN(CC(=O)Nc1ccc(S(N)(=O)=O)cc1)Cc1ccccc1F
  A: -2% | B: 2%[10 µM] | C: -7% | D: -16% | E: 2% | F: -19%[46 µM] | G: 9%

NNC(=O)c1cccc(COc2cccc(Br)c2)c1
  A: -2% | B: -27% | C: -30% | D: ? | E: 0% | F: -13% | G: 1%[38.3 µM]

COc1ccc(NC(=O)N(CCN2CCCC2)Cc2cc3cc(OC)c(OC)cc3[nH]c2=O)cc1
  A: -16% | B: -5%[10 µM] | C: 17%[9.22 µM] | D: -11% | E: 2% | F: -4% | G: 7%[38.3 µM]

O=C(CN(Cc1cccs1)C(=O)CSc1nnc(COc2ccccc2)o1)NC1CCCC1
  A: 5% | B: -26%[10 µM] | C: 8% | D: 11% | E: 4% | F: -4% | G: 17%[38.3 µM]

CSc1ccc2c(c1)C(N1CCN(C)CC1)Cc1ccccc1S2 (configuration not stated)
  A: -13%&8%&-16% | B: -39%[inhibitor] | C: ? | D: -31%&-75%&7%[inhibitor] | E: -5%&-1% | F: ? | G: 25%&30%&23%

COc1ccc(S(=O)(=O)N(C)CC(=O)NC2CCCC2)cc1Cl
  A: 8% | B: -1%[1.9 µM] | C: -2% | D: -8% | E: 3% | F: 9% | G: 23%[38.3 µM]

CCOC(=O)c1cc2c(ccn2C)n1Cc1cc(C)ccc1C
  A: -19% | B: -24% | C: -9% | D: -6% | E: 5% | F: -17% | G: 9%[38.3 µM]

COc1ccc(C2C3=C(CC(C)(C)CC3=O)Oc3ncn(CC(C)C)c(=N)c32)cc1 (configuration not stated)
  A: 2% | B: -15%[0.074 µM] | C: 16% | D: -13% | E: -1% | F: -3% | G: -1%[38.3 µM]

O=C(NC(=S)Nc1ccc(S(=O)(=O)Nc2nccs2)cc1)c1ccc(F)cc1
  A: -11% | B: -8%[10 µM] | C: 15% | D: -17% | E: 4% | F: -8% | G: 3%

CC1CC(=O)C2=C(C1)Nc1ccccc1SC2c1ccc(F)cc1 (configuration not stated)
  A: -1% | B: . | C: -22% | D: 10% | E: 0% | F: ? | G: 7%

O=C(O)CSc1nnc(-c2cccc(S(=O)(=O)N3CCOCC3)c2)n1-c1cccc(Cl)c1
  A: 11% | B: 6%[10 µM] | C: -11%[9.22 µM] | D: . | E: . | F: . | G: .

O=C(CN1C(=O)NC2(CCc3ccccc32)C1=O)Nc1ccc(N2CCOCC2)cc1 (configuration not stated)
  A: 3% | B: 10% | C: 8% | D: -3% | E: -1% | F: -2% | G: 21%[38.3 µM]

CN(C)C(CNS(=O)(=O)c1ccc(Cl)cc1)c1cccnc1 (configuration not stated)
  A: 5% | B: 28%[10 µM] | C: 14% | D: 10% | E: -2% | F: -8% | G: 3%[38.3 µM]

Cc1ccc2cc(C#N)c(N3CCCN(S(=O)(=O)c4ccc(F)cc4)CC3)nc2c1
  A: ? | B: -11%[1.9 µM] | C: -20% | D: -26% | E: -6% | F: ? | G: 10%

CCOC(=O)C(C(=O)OCC)c1cc(Br)c2noc3c2c1C(=O)c1ccccc1-3
  A: ? | B: -87%[inhibitor] | C: ? | D: -56%[inhibitor] | E: -11% | F: ? | G: 77%[activator][38.3 µM]

O=C(O)C(c1ccccc1)C1(O)CCCC1 (configuration not stated)
  A: 5% | B: 4%[0.074 µM] | C: 9% | D: -8% | E: -2% | F: 4% | G: -9%[38.3 µM]

COc1ccc(CC(=O)Nc2nnc(SCC(=O)NCc3ccco3)s2)cc1OC
  A: -4% | B: 20% | C: -5%[9.22 µM] | D: 4% | E: 0% | F: ? | G: 6%

CCOC(=O)N1CCN(c2c(N3CCN(c4cccc(C)c4C)CC3)c(=O)c2=O)CC1
  A: 1% | B: -8% | C: 4% | D: 4% | E: -2% | F: 3% | G: 1%[38.3 µM]

CSCC[C@H](C=O)NC(=O)[C@H](CC(C)C)NC(=O)[C@H](CC(C)C)NC(C)=O
  A: 0%[21.7 µM] | B: 11% | C: . | D: . | E: 2% | F: . | G: 6%

COCCNC(=O)C(c1ccc(O)cc1)N(C(=O)CCC(=O)Nc1nccs1)c1ccc(C)cc1 (configuration not stated)
  A: -2% | B: 8%[10 µM] | C: -11%[9.22 µM] | D: . | E: -2% | F: -4%[46 µM] | G: 0%

C=CCn1c(SCC(=O)Nc2cccc(OC)c2)nnc1-c1cccnc1
  A: -3% | B: 14%[10 µM] | C: -5% | D: 5% | E: 1% | F: -5% | G: 17%[38.3 µM]

O=C(Cc1ccc(Br)cc1)N1CCCCCC1
  A: 8% | B: 6%[10 µM] | C: 7% | D: 10µM* | E: 0% | F: 14% | G: 22%[38.3 µM]

CC(=O)Nc1ccccc1NC(=O)C/C(C)=N/NC(=O)C(=O)Nc1cccc(Cl)c1C
  A: -6% | B: -57%[inhibitor] | C: 3% | D: -7% | E: -4% | F: 7%[9.22 µM] | G: 6%

COCC(=O)OCC(=O)c1cc(C)n(-c2ccc(Br)cc2)c1C
  A: -12% | B: -30% | C: -17% | D: -4% | E: -4% | F: . | G: -5%

Cc1ccc(S(=O)(=O)NCc2ccc(C(=O)NCCCN3CCN(C)CC3)cc2)cc1
  A: 6% | B: -10% | C: 10% | D: -9% | E: 0% | F: 2% | G: -8%[38.3 µM]

Record cards, as listed above. Order of screens: CBFb-RUNX1 inh, HTT ATP protect, HttQ103 aggreg, SMN2 splice up, KinaseGlo FLuc, LMNA splice mod, IMPase Li cell
`O=C(CN1C(=O)NC2(CCc3ccccc32)C1=O)Nc1ccc(N2CCOCC2)cc1` (configuration not stated) as listed: 3%, 10%, 8%, -3%, -1%, -2%, 21%[38.3 µM]
`COCC(=O)OCC(=O)c1cc(C)n(-c2ccc(Br)cc2)c1C` as listed: -12%, -30%, -17%, -4%, -4%, ., -5%
